Screens deposited in PubChem by several laboratories.
Exocytosis inh: lytic granule exocytosis inhibition. actives 0.66% (n = 360,000). TALL-104 LAMP-1 surface exposure, flow cytometry; cells stimulated with thapsigargin and PMA. inhibition, % at 10 µM;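 active means inhibition above about 55%, limit read from the data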
TROY NFkB inh: inhibitors of TROY-dependent NF-kB signaling | Q293 LMP1-TROYcd NF-kB luciferase reporter, 4 h | actives 0.98% (n = 360,000) | inhibition, % at 10 µM | AID 1347056;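 active means compounds whose plate-normalised and pattern-corrected inhibition of the luciferase reporter signal at the single screening dose is 50% or more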
NOD2-RIPK2 inh: inhibitors of human NOD2-RIPK2 interaction | O43353 | actives 0.38% (n = 360,000) | inhibition, % at 4.98 µM | CHO BLA complementation NOD2-RIPK2, CCF4 ratio; in the data active means inhibition above about 21%;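 further: 0% = vehicle only and 100% = reference blocker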
SRC1 inh: human NCOA1 inhibition | Q15788 | HEK293 GAL4-SRC1 luciferase reporter, luminescence | inhibition, % at 3.6 µM | actives 0.12% (n = 360,000) | AID 588354;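 active means inhibition above the campaign mean plus 3 SD, with each screening campaign given its own cutoff, cut at about 60% in these data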;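 further: 0% = DMSO treated cells and 100% = gossypol at 36 µM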
SRC3 inh: human NCOA3 inhibition. Q9Y6Q9. HEK293 GAL4-SRC3 luciferase reporter, luminescence. inhibition, % at 3.6 µM. actives 0.17% (n = 360,000);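 active means inhibition above a per-campaign cutoff, the mean of all compounds plus 3 SD, cut at about 60% in these data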;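 further: 0% = DMSO-treated cells and 100% = gossypol-treated cells at 36 µM; higher means less SRC3-driven luciferase light from the GAL4 reporter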
Target sequence (Q9Y6Q9 whole entry, looked up, the tested form may be a part): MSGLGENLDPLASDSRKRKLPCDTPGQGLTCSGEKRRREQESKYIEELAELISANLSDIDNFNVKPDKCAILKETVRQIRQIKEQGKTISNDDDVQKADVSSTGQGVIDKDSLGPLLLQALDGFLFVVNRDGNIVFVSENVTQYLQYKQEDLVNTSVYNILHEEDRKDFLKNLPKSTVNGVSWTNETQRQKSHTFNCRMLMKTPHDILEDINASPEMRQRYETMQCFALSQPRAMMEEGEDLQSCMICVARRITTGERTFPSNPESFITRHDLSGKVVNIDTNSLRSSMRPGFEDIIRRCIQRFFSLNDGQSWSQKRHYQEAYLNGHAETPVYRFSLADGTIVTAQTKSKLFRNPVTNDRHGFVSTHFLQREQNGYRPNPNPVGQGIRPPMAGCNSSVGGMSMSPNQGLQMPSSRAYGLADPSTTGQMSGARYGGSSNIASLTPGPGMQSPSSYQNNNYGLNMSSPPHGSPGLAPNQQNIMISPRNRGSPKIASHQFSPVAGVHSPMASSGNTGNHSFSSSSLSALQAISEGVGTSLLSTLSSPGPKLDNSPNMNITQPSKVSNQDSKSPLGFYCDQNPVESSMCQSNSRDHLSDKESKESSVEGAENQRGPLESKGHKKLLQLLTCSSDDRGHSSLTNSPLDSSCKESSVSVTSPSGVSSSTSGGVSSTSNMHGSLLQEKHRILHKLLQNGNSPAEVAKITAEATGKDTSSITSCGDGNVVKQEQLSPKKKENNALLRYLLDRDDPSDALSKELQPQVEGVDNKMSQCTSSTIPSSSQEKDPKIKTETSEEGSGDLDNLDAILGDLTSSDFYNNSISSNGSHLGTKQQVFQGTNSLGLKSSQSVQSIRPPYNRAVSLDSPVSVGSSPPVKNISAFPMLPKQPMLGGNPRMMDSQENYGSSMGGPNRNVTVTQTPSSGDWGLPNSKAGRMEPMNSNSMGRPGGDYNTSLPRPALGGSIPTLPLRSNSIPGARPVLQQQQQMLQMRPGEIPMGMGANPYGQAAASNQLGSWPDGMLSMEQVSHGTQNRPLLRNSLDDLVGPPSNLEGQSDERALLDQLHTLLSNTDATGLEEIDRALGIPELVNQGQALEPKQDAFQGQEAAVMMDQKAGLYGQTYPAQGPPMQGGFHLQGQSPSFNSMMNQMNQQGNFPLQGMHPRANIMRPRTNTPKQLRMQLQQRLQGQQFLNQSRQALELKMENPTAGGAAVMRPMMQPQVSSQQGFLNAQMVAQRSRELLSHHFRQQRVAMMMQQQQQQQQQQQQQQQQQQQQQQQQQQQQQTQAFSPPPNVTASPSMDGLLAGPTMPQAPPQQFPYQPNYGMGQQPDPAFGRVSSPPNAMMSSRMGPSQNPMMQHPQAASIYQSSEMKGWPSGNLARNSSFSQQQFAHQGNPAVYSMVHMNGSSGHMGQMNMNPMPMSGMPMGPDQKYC
NR5A2 inv ag: suppresses constitutive activity of human LRH-1. inhibition, % at 3.6 µM. HEK293T StAR-luciferase reporter, LRH-1 transfected, 24 h. AID 602396. actives 0.13% (n = 360,000);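 active means inhibition above the mean inhibition of all tested compounds plus 3 SD, cut at about 73% in these data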;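 further: 0% = DMSO wells and 100% = reporter-only cells lacking LRH-1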
NCOA2 inhibitor: human SRC2 (NCOA2) inhibition. inhibition, % at 9 µM. actives 0.17% (n = 370,000). AID 651957. HEK293 GAL4-SRC2 luciferase reporter, luminescence;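 active means inhibition above the mean inhibition of all tested compounds plus 3 SD, set per campaign, cut at about 52% in these data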;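 further: 0% = DMSO treated cells and 100% = cells given Gossypol at 36 µM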
TLR9-MyD88 block: inhibitors of human TLR9-MyD88 binding | CHO BLA complementation TLR9-MyD88, CCF4 FRET ratio | inhibition, % at 4.98 µM | actives 0.21% (n = 340,000);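 active means inhibition above the mean over all tested compounds plus 3 SD, cut at about 21% in these data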;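 further: 0% = DMSO only wells and 100% = clavulanate BLA inhibitor control wells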
ABHD5-PLIN5 inh: blocks binding of human ABHD5 to perilipin-5; Q00G26+Q8WTS1; Split G. princeps luciferase complementation, luminescence, 4 h; inhibition, % at 4 µM; actives 0.78% (n = 360,000); AID 602281;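 active means inhibition above the mean inhibition across every tested compound plus 3 SD, cut at about 22% in these data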;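 further: 0% = DMSO only wells and the 100% control is not disclosed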
TWEAK Fn14 block: blocks TWEAK-Fn14 interaction in a reporter cell assay; TWEAK-stimulated Fn14 reporter cells, luciferase luminescence, 8 h; inhibition, % at 10 µM; actives 2% (n = 360,000); AID 1159606; in the data active means inhibition above about 50%
NR2F2 inh: inhibitors of human COUP-TFII (NR2F2). P24468. inhibition, % at 8.6 µM. HEK293T NGFI-A luciferase reporter, luminescence. actives 0.7% (n = 370,000). AID 686940;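 active means inhibition above a per-plate cutoff, mean inhibition of test wells between control levels plus 3 SD, cut at about 38% in these data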;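 further: cells cotransfected with COUP-TFII expression vector driving the NGFI-A reporter; 0% = median of COUP-TF2 test wells and 100% = reporter-only cells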
* hit, by the source's call; . = not tested or not shown.

SMILES	Exocytosis inh	TROY NFkB inh	NOD2-RIPK2 inh	SRC1 inh	SRC3 inh	NR5A2 inv ag	NCOA2 inhibitor	TLR9-MyD88 block	ABHD5-PLIN5 inh	TWEAK Fn14 block	NR2F2 inh
COc1ccc(N(C)C(=O)c2ccc3nc(-c4ccccc4)c(-c4ccccc4)nc3c2)cc1	1.6	-11.5	-1.9	-3.0	4.2	25.0	12.1	-5.3	-1.3	11.5	18.9
CC(C)CN(C(=O)COC(=O)CNC(=O)c1sc2ccccc2c1Cl)C1CCS(=O)(=O)C1 (stereo unspecified)	-0.8	-7.4	1.6	-16.0	4.0	-4.2	-10.2	2.3	-6.2	-17.0	2.5
CC(Oc1ccc(Br)cc1)C(=O)NCCCN1CCCC1=O (stereo unspecified)	0.7	-10.7	8.1	-6.3	-2.3	11.8	-15.8	9.1	-16.4	12.2	-13.2
O=C(O)c1ccccc1C(c1ccccc1)c1ccccc1O (stereo unspecified)	-2.0	15.9	-4.6	8.0	-3.2	4.5	-36.1	-3.1	-2.8	25.8	11.7
CCN(CC)CCOC(=O)c1c(C)oc2ccc(OC)cc12	-1.2	12.2	-12.1	6.8	8.0	-13.4	14.6	-7.4	4.0	3.6	16.0
Cc1cc(NC(=O)Nc2ccc(F)cc2F)n(C)n1	12.2	8.8	-3.6	-13.3	-9.8	-17.2	-0.5	-2.5	43.5*	-3.4	-3.4
Cc1c(NC(=O)c2ccc(N3CCCC3)c([N+](=O)[O-])c2)cccc1-c1nc2ccccc2s1	0.5	-12.4	-1.4	2.3	-1.3	-21.9	5.0	1.3	-0.1	-25.0	-17.7
COc1ccc(NC(=O)[C@@H]2CC=C[C@@H]3CCN(Cc4ccc(Cl)c(Cl)c4)C(=O)[C@@H]32)cc1	-2.0	-4.9	4.0	-30.1	-4.2	-12.1	-0.6	-10.0	-9.2	-2.7	2.1
CCCn1c(=N)n(CC(O)c2ccc(C)cc2)c2ccccc21 (stereo unspecified)	28.1	4.0	-0.4	4.8	11.7	3.0	11.5	-4.5	8.1	12.7	0.4
Cn1c(N)c(C(=O)COC(=O)C23CC4CC(CC(C4)C2)C3)c(=O)n(C)c1=O	5.0	18.3	8.7	-13.6	3.3	-9.1	-14.8	-1.9	-0.3	-1.8	9.1
CCCc1[nH]nc2c1C(c1ccncc1)C(C#N)=C(N)O2 (stereo unspecified)	0.2	9.9	-11.6	2.5	4.8	-1.9	-12.9	1.3	-7.8	-6.4	13.0
CN(C)S(=O)(=O)c1ccc2c(c1)nc(CCC(=O)NCC1CCCCC1)n2C	-0.9	-0.9	-5.5	-10.4	1.6	12.6	-28.2	3.7	8.3	1.8	-18.0
O=C(NCCc1c[nH]c2ccccc12)/C(=C/c1cccnc1)NC(=O)c1cccs1	0.1	-0.8	-11.6	-4.7	16.0	11.2	0.0	10.0	7.2	1.3	-4.2
CC(C)CN(C(=O)COC(=O)c1cccn1C)c1c(N)n(Cc2ccccc2)c(=O)[nH]c1=O	1.8	3.0	-8.6	-28.8	0.1	-19.8	6.8	1.0	-3.4	9.4	13.4
CC(C)CCNc1ncnc2c1nnn2Cc1ccccc1	-1.5	-11.6	4.9	-6.0	-1.5	2.0	5.9	-5.7	-0.1	5.2	-9.4
COc1ccc(-c2cc(=O)oc3cc(OCC(=O)NCc4ccccn4)ccc23)cc1	-5.6	-8.9	-1.3	-2.5	22.3	16.9	3.1	12.7	0.2	23.0	16.3
CCCc1cc(=O)oc2cc(OCC(=O)Nc3ccccn3)ccc12	3.0	-6.8	-6.5	-67.5	-55.7	-77.6	-27.2	0.5	14.9	0.2	-27.5
O=[N+]([O-])c1cccc(-c2c(-c3ccccc3)ncc3ccc(F)cc23)c1	5.7	-39.5	-5.9	-16.1	-13.9	-7.3	16.9	3.8	8.0	-36.9	-23.4
CCCSc1nnc2c(n1)OC(c1cccn1C)N(C(C)=O)c1ccccc1-2 (stereo unspecified)	2.8	-6.6	-3.4	-8.7	21.3	-17.6	11.6	-1.7	3.1	0.2	8.4
Cc1nn(-c2ccccc2)c(Cl)c1C(=O)Nc1ccccc1	0.5	-41.4	-3.4	-1.5	-1.4	-33.0	-25.7	3.4	-7.2	3.8	-43.4
Cc1ccc(SCCCCN2CCNCC2)cc1	-0.4	-33.3	0.9	-33.0	-29.1	-33.4	-51.5	3.2	4.3	3.7	-7.5
CCN=C1SC(CC(=O)NCCc2ccc(OC)c(OC)c2)C(=O)N1CC (stereo unspecified)	0.5	10.3	0.8	-2.3	2.4	13.1	-13.5	13.0	3.5	-4.2	6.2
CC(=O)c1cccc(NC(=O)CN(c2cccc(F)c2)S(C)(=O)=O)c1	1.7	24.3	-1.3	-7.2	-16.2	-9.4	1.7	2.9	0.1	1.4	13.5
Cc1cc(C)n(-c2c(C)[nH]c3ccccc23)n1	-10.5	10.2	-10.6	-2.5	19.5	21.1	-31.1	3.2	-0.9	17.1	6.0
CCCc1nnc2n1N=C(c1ccc([N+](=O)[O-])cc1)CS2	0.9	7.1	-5.3	-9.4	15.2	15.3	5.1	0.5	0.5	6.6	19.1
Going on with the list.
SMILES	Exocytosis inh	TROY NFkB inh	NOD2-RIPK2 inh	SRC1 inh	SRC3 inh	NR5A2 inv ag	NCOA2 inhibitor	TLR9-MyD88 block	ABHD5-PLIN5 inh	TWEAK Fn14 block	NR2F2 inh
Cc1cccc(C(=O)NCc2nnc(SC(C)C(=O)Nc3nnc(C)s3)n2C)c1 (stereo unspecified)	1.2	8.6	0.8	-10.6	-5.4	-9.0	-14.8	-0.6	-3.3	7.9	4.7
C/C(=N\NC(N)=O)c1ccc(Cl)cc1	3.6	-1.1	2.0	-3.9	-4.7	-27.8	-7.5	0.8	-5.2	0.4	-11.9
Cc1ccc(C)c(OCC(=O)N(C)CC(=O)Nc2ccc(Cl)c(C(F)(F)F)c2)c1	-2.5	22.0	3.0	-18.4	9.3	21.9	11.0	-0.9	4.0	-0.5	1.8
CC(NC(=S)Nc1ccc(F)cc1)c1ccccc1 (stereo unspecified)	73.8*	11.7	5.1	13.8	-27.6	10.8	10.1	7.7	4.0	0.5	-2.4
O=S(=O)(c1cccc(-c2nnc(SCc3ccc(Cl)cc3)o2)c1)N1CCCCC1	-3.6	12.6	2.5	3.4	1.5	8.4	4.0	-14.0	4.3	8.4	1.0
O=C1C(Cl)=C(NC(=O)c2ccccc2)C(=O)C(Cl)=C1NC(=O)c1ccccc1	41.7	9.6	53.8*	-44.7	-32.3	9.8	-26.8	7.2	71.3*	24.1	-10.9
COc1cc2c(cc1NC(=O)c1cccc(Br)c1)CCCC2	-1.4	-25.7	-14.9	-10.9	-12.0	-11.4	-2.0	-0.1	1.4	-14.7	5.6
CCCNC(=O)COc1coc(CN2CCN(c3ccccc3OC)CC2)cc1=O	-6.2	4.0	-1.3	6.8	2.5	-4.6	5.4	1.2	-2.0	-6.7	4.5
O=C(N[C@H]1CC[C@H](CCNS(=O)(=O)c2ccc(Cl)cc2)O[C@@H]1CO)c1cccc(F)c1	-4.9	.	-7.2	.	.	0.7	-9.4	.	3.7	.	8.0
C[C@@H]1CN([C@H](C)CO)C(=O)c2c(c3ccccc3n2C)-c2ccccc2CO[C@H]1CN(C)C(=O)Cc1ccccc1	1.4	-8.0	4.9	-14.0	6.2	-10.8	10.5	-3.9	-2.9	5.0	0.5
CCOc1ccc(OCC(=O)Nc2ccc(S(=O)(=O)Nc3cc(C)nc(C)n3)cc2)cc1	-0.2	.	-3.9	1.7	6.7	-7.8	5.6	8.1	-0.1	8.2	12.5
O=C(CSc1nccc(=O)[nH]1)Nc1cccc2ccccc12	6.2	-12.2	-7.7	-6.4	13.4	9.1	-9.9	3.2	3.1	50.3*	-12.2
CCN(Cc1ccncc1)C(=O)CCc1nnc(CCC2CCCCC2)o1	-0.9	-24.9	4.0	-22.3	-11.4	-5.5	-30.6	0.3	0.3	-13.8	-5.2
CCOC(=O)C1(Cc2ccccc2C(F)(F)F)CCN(C2CCSC2)CC1 (stereo unspecified)	-2.6	-6.6	4.3	2.1	-12.1	3.1	-0.5	-0.5	1.8	4.3	-7.3
Cc1cc2ncn(CC3CC3(Cl)Cl)c2cc1C (stereo unspecified)	-1.3	-1.1	10.7	-1.7	2.8	4.4	2.1	-12.1	-2.6	-20.0	-0.7
O=c1c2cc(Br)ccc2nc(-c2ccc(Cl)cc2)n1O	0.1	33.4	0.1	-42.0	-4.2	-1.7	-8.2	-3.5	5.9	20.2	9.0
COc1ccccc1NS(=O)(=O)c1cc(C(=O)N2CCCCCC2)ccc1C	1.9	-3.6	-0.5	1.3	12.6	-10.1	12.4	0.6	2.1	1.2	-1.9
Cc1ccc(C(=O)c2coc3cc([N+](=O)[O-])c(O)c([N+](=O)[O-])c23)cc1	7.3	-45.3	1.7	16.4	20.2	-13.9	4.6	-21.7	19.7	7.3	8.1
C=CCN1C(=O)C(CC(=O)O)SC1=Nc1cccc([N+](=O)[O-])c1 (stereo unspecified)	-1.9	6.6	-14.9	-16.4	7.5	-24.6	14.8	-0.8	0.0	-13.3	5.3
Cc1ccc(NS(=O)(=O)c2c(C(=O)N3CCOCC3)c(C)n(C)c2C)cc1C	0.5	1.1	-7.0	4.1	13.7	14.0	-25.3	6.5	-0.1	4.2	14.9
CCOC(=O)c1sc(NC(=O)CSc2nnc(C(C)C)n2C)nc1C	-3.7	-17.2	3.8	7.2	2.6	-13.9	3.2	-3.2	2.4	-10.4	-14.4
C#CCOCCOCCOCCNc1nc(N2CCN(C(=O)CCCCCCCCCCNC(=O)[C@H](CCCCN)n3cc(CCO)nn3)CC2)nc(N2CCN(C(=O)CCCCCCCCCCNC(=O)[C@H](CCCCN)n3cc(CCCC(=O)O)nn3)CC2)n1	-1.2	8.1	-3.4	8.0	5.5	-22.6	14.3	-4.3	15.6	7.7	-3.5
Cc1ccc(-c2nn3c(C)nnc3s2)cc1NC(=O)c1cccs1	0.4	2.9	-8.0	-18.9	-1.5	60.0	-12.5	7.5	1.5	-3.2	-1.8
COc1cc(Cl)c(CN2CCCC(CO)(Cc3ccccc3)C2)cc1OC (stereo unspecified)	51.1	6.0	-2.6	-12.8	7.4	4.7	-0.3	-1.9	2.3	8.8	15.3
COC(=O)CN=Cc1c(C)[nH]n(-c2ccccc2)c1=O	5.0	-21.7	-16.0	-29.7	-5.3	9.5	-29.1	-4.8	-1.0	4.7	-0.7
CSc1nc2ccccc2n1Cc1cccc(F)c1	-0.8	-10.3	4.8	-19.7	-14.8	2.5	-16.3	-8.1	-0.2	-17.2	-5.0
COc1ccc(CN2CCCC(C(=O)Nc3cccc(-n4cccn4)c3)C2)c(F)c1 (stereo unspecified)	7.5	5.0	-3.8	-0.3	0.9	12.4	3.9	-8.1	5.3	12.7	1.7

This is a subset. The share of hits here may be higher or lower than overall.
